Bioassay records (PubChem)
Cav32 inh: blocks human Cav3.2 T-type calcium channel | B-score at 10 µM | hit rate 4% among 100,000 | Cav3.2-expressing cells, Fluo-4 calcium fluorescence FDSS; hits give low values;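 active = single-dose well whose peak fluorescence ratio is a statistical outlier from its plate by either plate-standardised score or position-corrected B-score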
Target sequence (O95180 whole entry, looked up): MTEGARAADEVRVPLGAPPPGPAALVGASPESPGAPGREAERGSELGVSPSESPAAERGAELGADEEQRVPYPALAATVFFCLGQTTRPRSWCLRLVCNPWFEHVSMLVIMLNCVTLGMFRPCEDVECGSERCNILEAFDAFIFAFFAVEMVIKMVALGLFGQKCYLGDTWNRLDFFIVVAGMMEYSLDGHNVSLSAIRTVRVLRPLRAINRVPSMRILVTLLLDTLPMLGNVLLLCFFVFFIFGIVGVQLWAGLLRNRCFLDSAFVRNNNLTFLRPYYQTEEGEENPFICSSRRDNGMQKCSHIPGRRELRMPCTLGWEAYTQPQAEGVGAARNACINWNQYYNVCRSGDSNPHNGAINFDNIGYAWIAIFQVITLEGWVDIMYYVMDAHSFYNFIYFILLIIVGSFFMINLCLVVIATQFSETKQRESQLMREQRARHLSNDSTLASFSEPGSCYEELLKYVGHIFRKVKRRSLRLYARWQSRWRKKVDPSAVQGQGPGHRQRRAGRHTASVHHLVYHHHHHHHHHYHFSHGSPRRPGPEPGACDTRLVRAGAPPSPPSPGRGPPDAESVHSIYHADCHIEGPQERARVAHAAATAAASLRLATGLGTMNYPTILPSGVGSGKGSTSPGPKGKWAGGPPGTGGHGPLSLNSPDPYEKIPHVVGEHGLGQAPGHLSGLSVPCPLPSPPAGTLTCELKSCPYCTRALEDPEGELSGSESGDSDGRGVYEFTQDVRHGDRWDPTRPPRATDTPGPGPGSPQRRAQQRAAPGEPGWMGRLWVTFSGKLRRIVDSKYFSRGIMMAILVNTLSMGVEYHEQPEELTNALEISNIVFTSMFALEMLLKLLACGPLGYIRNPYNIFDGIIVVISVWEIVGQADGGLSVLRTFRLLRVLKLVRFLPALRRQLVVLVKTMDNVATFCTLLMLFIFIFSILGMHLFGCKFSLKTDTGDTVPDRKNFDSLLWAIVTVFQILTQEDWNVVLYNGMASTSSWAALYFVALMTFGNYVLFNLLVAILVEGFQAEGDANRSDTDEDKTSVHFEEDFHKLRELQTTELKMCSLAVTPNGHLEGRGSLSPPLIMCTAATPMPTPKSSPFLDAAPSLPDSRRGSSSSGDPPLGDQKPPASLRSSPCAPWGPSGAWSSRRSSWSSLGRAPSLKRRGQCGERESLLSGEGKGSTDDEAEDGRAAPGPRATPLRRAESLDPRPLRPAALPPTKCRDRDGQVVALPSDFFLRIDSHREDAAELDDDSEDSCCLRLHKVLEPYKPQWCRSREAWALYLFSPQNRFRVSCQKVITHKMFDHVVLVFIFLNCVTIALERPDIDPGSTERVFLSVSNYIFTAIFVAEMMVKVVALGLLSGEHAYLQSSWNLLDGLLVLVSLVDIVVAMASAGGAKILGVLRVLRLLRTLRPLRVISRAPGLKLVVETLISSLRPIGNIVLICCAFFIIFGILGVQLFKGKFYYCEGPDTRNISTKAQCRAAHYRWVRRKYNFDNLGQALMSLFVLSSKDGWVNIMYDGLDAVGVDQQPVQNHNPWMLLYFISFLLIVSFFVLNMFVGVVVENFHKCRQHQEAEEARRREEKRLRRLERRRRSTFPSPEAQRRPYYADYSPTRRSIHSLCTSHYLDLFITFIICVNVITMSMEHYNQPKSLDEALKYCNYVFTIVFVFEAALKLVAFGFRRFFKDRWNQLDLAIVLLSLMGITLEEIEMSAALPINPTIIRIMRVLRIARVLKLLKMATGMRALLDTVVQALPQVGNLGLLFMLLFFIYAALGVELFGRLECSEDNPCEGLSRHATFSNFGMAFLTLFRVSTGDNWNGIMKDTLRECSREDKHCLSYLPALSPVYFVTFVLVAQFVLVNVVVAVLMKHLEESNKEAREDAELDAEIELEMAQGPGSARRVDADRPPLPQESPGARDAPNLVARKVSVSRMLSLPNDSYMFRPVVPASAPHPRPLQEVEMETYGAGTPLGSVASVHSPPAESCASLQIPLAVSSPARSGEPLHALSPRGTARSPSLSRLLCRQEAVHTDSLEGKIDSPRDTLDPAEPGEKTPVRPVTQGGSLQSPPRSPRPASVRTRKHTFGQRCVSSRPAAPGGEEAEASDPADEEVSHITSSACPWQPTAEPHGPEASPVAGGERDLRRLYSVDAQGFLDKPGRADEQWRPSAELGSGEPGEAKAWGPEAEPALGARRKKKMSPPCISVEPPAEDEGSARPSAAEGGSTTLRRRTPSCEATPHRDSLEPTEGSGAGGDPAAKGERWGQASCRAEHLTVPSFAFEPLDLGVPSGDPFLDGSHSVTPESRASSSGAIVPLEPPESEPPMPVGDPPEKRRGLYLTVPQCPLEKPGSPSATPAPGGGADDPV
Numbers without * were called inactive.

Start of the data: the first 17 compounds, ahead of the listing:
Cav32 inh | Structure
0.69 | CCCc1[nH]n(-c2nc3ccccc3s2)c(=O)c1C=NCCN1CCOCC1
-0.23 | COc1ccc2cc(C(=O)NC3CCCCC3)c(=O)oc2c1
0.93 | COC(=O)CCCC1=CC2=CC(=O)C(C)(OC(=O)c3cccs3)C(=O)C2=CN1CCCOC(C)C (stereo not given)
-1.3 | Cc1ccccc1OCC(=O)Nc1cccc(NC(=O)c2ccco2)c1
1.7 | O=C(Nc1ccccc1)c1nnsc1S(=O)(=O)c1ccc(Cl)cc1
-0.13 | O=C(NCc1ccc2c(c1)OCO2)c1c[nH]c2ccc(S(=O)(=O)N3CCOCC3)cc2c1=O
-0.17 | Cc1ccc(NCc2nnc(SCC(=O)N3CCCCC3)n2CC2CCCO2)c(C)c1 (stereo not given)
0.14 | O=C(CCC1CC(=O)Nc2ccccc21)NCc1ccccc1 (stereo not given)
-0.021 | COc1cccc(CNc2nc3nc(C)cc(C)n3n2)c1
-0.033 | CN(C)c1ccc(/C=N/c2cc(-c3ccccc3)nn2-c2ccccc2)cc1
-0.36 | COc1ccc(C2CC(O)(c3ccccc3)Oc3cc(OC)cc(OC)c32)cc1 (stereo not given)
1.6 | Cc1nc2c(C(=O)NCc3ccc4c(c3)OCO4)c[nH]n2c(=O)c1Cl
-2.8 | CCOC(=O)C(C)Oc1nc(Oc2ccccc2)nc(N(C)C)n1 (stereo not given)
-0.025 | O=C(CSc1nccc(=O)[nH]1)N1CCc2ccccc2C1
-4.6* | Cc1ccc(C2Oc3ccccc3C3=C2C(c2cccs2)n2ncnc2N3)cc1 (stereo not given)
-0.28 | CC1(C)CC(=O)C(CC2=C(O)CC(C)(C)CC2=O)=C(O)C1
1.4 | CCCC(c1nnnn1CCc1ccccc1)N1CCN(C(=O)c2ccco2)CC1 (stereo not given)

The whole of this part, from the start:
Cav32 inh | Structure
0.69 | CCCc1[nH]n(-c2nc3ccccc3s2)c(=O)c1C=NCCN1CCOCC1
-0.23 | COc1ccc2cc(C(=O)NC3CCCCC3)c(=O)oc2c1
0.93 | COC(=O)CCCC1=CC2=CC(=O)C(C)(OC(=O)c3cccs3)C(=O)C2=CN1CCCOC(C)C (stereo not given)
-1.3 | Cc1ccccc1OCC(=O)Nc1cccc(NC(=O)c2ccco2)c1
1.7 | O=C(Nc1ccccc1)c1nnsc1S(=O)(=O)c1ccc(Cl)cc1
-0.13 | O=C(NCc1ccc2c(c1)OCO2)c1c[nH]c2ccc(S(=O)(=O)N3CCOCC3)cc2c1=O
-0.17 | Cc1ccc(NCc2nnc(SCC(=O)N3CCCCC3)n2CC2CCCO2)c(C)c1 (stereo not given)
0.14 | O=C(CCC1CC(=O)Nc2ccccc21)NCc1ccccc1 (stereo not given)
-0.021 | COc1cccc(CNc2nc3nc(C)cc(C)n3n2)c1
-0.033 | CN(C)c1ccc(/C=N/c2cc(-c3ccccc3)nn2-c2ccccc2)cc1

Continuation:
Cav32 inh | Structure
-0.36 | COc1ccc(C2CC(O)(c3ccccc3)Oc3cc(OC)cc(OC)c32)cc1 (stereo not given)
1.6 | Cc1nc2c(C(=O)NCc3ccc4c(c3)OCO4)c[nH]n2c(=O)c1Cl
-2.8 | CCOC(=O)C(C)Oc1nc(Oc2ccccc2)nc(N(C)C)n1 (stereo not given)
-0.025 | O=C(CSc1nccc(=O)[nH]1)N1CCc2ccccc2C1
-4.6* | Cc1ccc(C2Oc3ccccc3C3=C2C(c2cccs2)n2ncnc2N3)cc1 (stereo not given)
-0.28 | CC1(C)CC(=O)C(CC2=C(O)CC(C)(C)CC2=O)=C(O)C1
1.4 | CCCC(c1nnnn1CCc1ccccc1)N1CCN(C(=O)c2ccco2)CC1 (stereo not given)
1.1 | CCOC(=O)N1CCN(C(=O)c2ccc(CN(c3ccccc3)S(C)(=O)=O)cc2)CC1
1.7 | CCOC(=O)N1CCN(c2c(-c3ccc(C)c(C)c3)c(=O)c2=O)CC1
0.2 | CCOC(=O)C(C#N)C(c1cccnc1)c1c(C)[nH][nH]c1=O (stereo not given)

New compounds follow:
Cav32 inh | Structure
-2.2 | C=CCC(COCc1ccccc1)NS(=O)(=O)c1ccccc1Br (stereo not given)
-0.32 | O=C1OC2(c3ccccc3)C3CCCC2C13
-4.3 | COc1cc(-c2nc3ccccc3s2)ccc1O
0.058 | CCCC(=O)Nc1cc(OCC)c(NC(=O)NC2CCCCC2)cc1OCC
0.93 | CCc1cc(=O)oc2c(C)c(O)c(CN3CCCCC3)cc12
-3.7 | COc1ccc2nc(SCC(=O)N(C)C3CCCCC3)c(C#N)cc2c1
-0.0043 | COc1cc(NS(=O)(=O)c2ccc(C)cc2)ccc1-n1cnnn1
-2.1 | Cc1nn(Cc2nc(-c3cccs3)no2)c(C)c1Br
0.25 | C=CCOc1ccc2ccccc2c1CNc1ncn[nH]1
0.13 | CN(C)CCCOC(=O)CCc1ccccc1

The results go on.
Cav32 inh | Structure
-0.79 | O=C(CNC(=O)c1ccc(Oc2ccccc2)cc1)OC1CCCCC1=O (stereo not given)
-0.047 | CC(C)C(C(=O)OCC(=O)c1ccc2c(c1)NC(=O)CO2)N1C(=O)c2ccccc2C1=O (stereo not given)
-0.67 | CCOC(=O)c1csc(NC(=O)CSc2nnnn2-c2cccc(OC)c2)n1
-0.06 | CCOc1ccc(-c2nc3n(c(=O)c2C#N)CCCS3)cc1
0.25 | COCCN(C(=O)CSc1nnc(Nc2ccccc2F)s1)c1c(N)n(Cc2ccccc2)c(=O)[nH]c1=O
0.59 | CCOC(=O)N1CCC(NC(=O)C(C)n2c3ccccc3c3cnn(C)c(=O)c32)CC1 (stereo not given)
0.26 | CCNC(=O)NC(=O)C(C)OC(=O)c1oc2ccc(OCC)cc2c1C (stereo not given)
-0.57 | Cc1cc(C(F)(F)F)c(C#N)c(Sc2ccccc2)n1
-3.3 | CC(=O)Nc1cccc(NC(=O)c2cc(-c3cccnc3)nc3ccc(Br)cc23)c1
0.092 | COc1cc(C(c2sc3nc(C)nn3c2O)N2CCOCC2)cc(OC)c1OC (stereo not given)

Next compounds:
Cav32 inh | Structure
-0.29 | Cc1[nH]cnc1CN1CCc2c(c3ccccc3n2C)C1=O
0.0097 | O=C(Nc1ccc(F)cc1)c1ccccc1F
0.41 | CC(=O)Nc1ccc(C)cc1NC(C)=O
-0.13 | COC(=O)c1ccccc1NC(=O)c1ccco1
1.3 | O=C(Nc1ccon1)c1ccc2c(c1)OCO2
-0.88 | CCc1nnc(NC(=O)CSc2nc(C)c3c(c2C#N)CCCC3)s1
1.2 | CCC(=O)Nc1cccc(C2=NOC3(C2)C[C@H](C(N)=O)N(C(=O)CC#N)C3)c1 (stereo not given in full)
2.3 | CCOCCCNc1nc2c(c(=O)[nH]c(=O)n2C)n1CCCc1ccccc1
0.2 | CC(c1nnc(SCC(=O)NC(=O)NCc2ccco2)n1-c1ccc(Cl)cc1)N(C)C (stereo not given)
-1.5 | O=C1C(=O)N(Cc2cccnc2)C(c2ccccn2)/C1=C(/O)c1ccc(Br)cc1 (stereo not given)

(cont.)
Cav32 inh | Structure
-0.51 | C=C1CCN([C@@H](CC(C)C)C(=O)Nc2nc3ccc(Cl)cc3s2)S(=O)(=O)c2ccccc21
0.6 | Cc1nc2nc3c(cn2n1)C(=O)CC(C)(C)C3
0.13 | C=C(C)Cn1c(CCNC(=O)CCC)nc2ccccc21
-2.2 | Cc1ccc2c(c1)CCCN2C(=O)c1ccc2c(c1)OCO2
1.6 | COc1cc2c(cc1OC)CN(C(=O)c1ccc(OC)c(S(=O)(=O)N3CCOCC3)c1)CC2
-0.41 | COc1ccc(Br)cc1C(=O)Nc1cccc(-c2nnc(-c3ccco3)o2)c1
-1.1 | C#CCSc1nnc(-c2cccc3ccccc23)o1
-1.4 | Cc1cccc2cc(C#N)c(SCC(=O)N3CC(=O)Nc4ccccc43)nc12
-5.3* | CC12CC(NC(=O)N1c1ccc(C(=O)N3CCN(c4ccc(F)cc4)CC3)cc1)c1ccccc1O2 (stereo not given)
1.5 | c1ccc(CCc2nc(-c3ccncc3)no2)cc1

Continued.
Cav32 inh | Structure
1.2 | CCn1c(=O)c2c(O)cc(=O)oc2c2ccccc21
0.17 | CC(NC(=O)Nc1nnc(C(F)(F)F)s1)N1C(=O)C2C3C=CC(C3)C2C1=O (stereo not given)
-0.56 | COc1ccc(-c2noc(CN3CCN(c4ccccc4)CC3)n2)cc1
-2.1 | CC[C@@H](C)C(NC(=O)OC(C)(C)C)c1cn([C@@H](CCCCNC(=O)OC(C)(C)C)C(=O)N2CCN(C(=O)OC(C)(C)C)CC2)nn1 (stereo not given in full)
0.95 | CCOC(=O)c1c(NC(=O)CCl)sc(C(=O)N(CC)CC)c1C
0.56 | Cc1[nH]n(-c2ccccc2)c(=O)c1-c1ccccc1
-0.96 | O=C(c1ccccc1)N1CCN(Cc2ccccc2Br)CC1
0.078 | CCCCN1C(N)=NC[C@@H]1CC1CCCCC1
0.51 | CCOC(=O)C1=C(O)CSC1=Nc1cccc(Cl)c1
0.81 | COC(=O)c1[nH]c2ccc(C)cc2c1NC(=O)CN1CCc2cc(OC)c(OC)cc2C1

More records
Cav32 inh | Structure
-0.73 | Cc1c(C(=O)N2CCOCC2)[nH]c2c1C(=O)CC(c1ccccc1Cl)C2 (stereo not given)
-0.12 | CC(C)CNC(=O)COC(=O)c1cc(S(=O)(=O)N2CCCCC2)ccc1N1CCOCC1
-0.82 | COc1ccc(C(=O)Nc2ccc(Cl)cn2)cc1Cl
-0.79 | CC(=O)c1ccc(CCCCCCCCCC(=O)O)s1
1.6 | Cc1nc2ccccc2n1CCc1nc2c3ccccc3nc(=S)n2[nH]1
-2.2 | CCOc1ccccc1C1CC(=O)Nc2cc3c(cc21)OCCO3 (stereo not given)
0.58 | O=C(NCC1CCCO1)c1ccc(CS(=O)(=O)c2ccc(Cl)cc2)o1 (stereo not given)
1 | O=c1c(N2CCCCC2)coc2ccccc12
-0.016 | COc1ccc(CN2CCN(C(=O)CN3C(=O)C4C5C=CC(C5)C4C3=O)CC2)c(OC)c1OC (stereo not given)
0.59 | CC(NC(N)=O)C(=O)OCc1ccc(Cl)cc1Cl (stereo not given)

Continuation:
Cav32 inh | Structure
-0.011 | Nn1c(COc2ccccc2)nnc1SCc1cc(=O)[nH]c2ccccc12
0.029 | CN1CCN(c2nc3c(c(=O)n(C)c(=O)n3C)n2CC(=O)C23CC4CC(CC(C4)C2)C3)CC1
0.57 | COc1ccc(C(C)=O)cc1COc1ccc(-n2cnnn2)cc1
1.3 | CCOC(=O)c1csc(NC(=O)CSc2nnnn2CC)n1
0.31 | O=C(c1ccccc1)N1CCc2ccccc21
-1.4 | Cc1ccccc1NC(=O)CSC1=C(C#N)C(c2ccsc2)CC(=O)N1 (stereo not given)
0.047 | CC1=[N+]([O-])C(C)(C)C(C)N(O)C1=O (stereo not given)
0.1 | COc1cc(-c2csc(C)n2)ccc1O
-4.2* | CCn1c(CSc2nc3ccccc3s2)nnc1SCC(=O)c1ccc(Cl)cc1
0.46 | CCCC(c1nnnn1Cc1cccs1)N1CCN(c2nc3ccccc3s2)CC1 (stereo not given)

(listing goes on)
Cav32 inh | Structure
0.34 | O=C(/C=C/c1ccccc1Cl)NCCN1CCOCC1
0.53 | CCc1nnc(NC(=O)CSc2nc3c(cc2C#N)CCC3)s1
0.63 | CCN(CC)S(=O)(=O)c1cc(C(=O)O)ccc1Cl
-1 | Cc1ccc(Cn2nnnc2CN2CCC(O)(c3ccc(F)cc3)CC2)cc1
-0.51 | FC(F)(F)c1ccc(Oc2ccc3c(C(F)(F)F)cc(C(F)(F)F)nc3n2)cc1
0.15 | CC(=O)Nc1ccc(S(=O)(=O)N2CCC(NC(C)=O)(c3cccc(F)c3)CC2)cc1
0.41 | CC(Oc1ccc(Cl)cc1)C(=O)Nc1ncccn1 (stereo not given)
0.36 | FC(F)(F)c1nnc2ccc(N3CCOCC3)nn12
-0.22 | CSc1ccc(Cl)c(C(=O)NCCOc2ccccc2)c1
0.69 | CC(C)CN1C=C2C(=O)C(C)(OC(=O)CCc3ccccc3)C(=O)C=C2C=C1c1ccc(C#N)cc1 (stereo not given)

(further entries)
Cav32 inh | Structure
0.68 | CCOc1ccc(N2CC(=O)N(c3ccc(OCC)cc3)CC2=O)cc1
-1.3 | COc1ccc(-c2csc(NC(C)c3nc4cc(Cl)c(N5CCCCC5)cc4n3CCOCCO)n2)cc1 (stereo not given)
-0.44 | COc1cc(NC(=O)CN2CC(c3ccccc3)CC2=O)cc(OC)c1 (stereo not given)
-1.2 | Cc1ccc(C)c2[nH]c(=O)c(C(c3nnnn3CCc3ccccc3)N3CCOCC3)cc12 (stereo not given)
-2.7* | COc1ccc(-n2c(Cc3cccn3C)nnc2SCC(=O)Nc2ccccc2OC)cc1
0.033 | CCn1c(=O)cc(N2CCCCC2)[nH]c1=O
-0.91 | Cc1cc(C)nc(NC(=O)/C=C/c2cccs2)c1
-0.84 | O=C(CCCn1c(SCC(=O)c2ccccc2)nc2ccccc2c1=O)NCC1CCCO1 (stereo not given)
0.14 | O=C(c1cnn(-c2ccccc2)c1-n1cccc1)N1CCN(C2CCCCC2)CC1
-3.7* | CCc1nc(NCc2ccc3c(c2)OCO3)c2oc3ccccc3c2n1

Carrying on.
Cav32 inh | Structure
-0.094 | CC(C)NC(=O)c1cc2c(-c3ccc(Cl)cc3)nn(C)c2s1
0.26 | CCn1c(SCC(=O)NNC(=O)c2ccccc2)nnc1-c1ccncc1
-7.1* | O=C(NCC1CCCO1)C(c1cccs1)N(Cc1cccs1)C(=O)Cn1nnc(-c2cccs2)n1 (stereo not given)
0.43 | CCN(CC)S(=O)(=O)c1ccc(C(=O)OCn2nnc3ccccc3c2=O)cc1
1.6 | Cn1c(=O)cc(N)n(Cc2ccccc2)c1=O
-0.86 | O=C(NCc1ccccn1)C1CCN(S(=O)(=O)N2CCCC2)CC1
1.2 | Cn1nc(C(=O)OCC(=O)N2CCc3ccccc32)c2ccccc2c1=O
-3.5 | CC(C)(C)c1ccc(C(=O)c2c[nH]c(C(=O)NCC3CCCO3)c2)cc1 (stereo not given)
0.2 | CCN(CC)C(=O)c1cnn(-c2ccccc2)c1NC(=O)c1ccco1
-0.6 | CCc1ccc(OCC(=O)NNC(=O)CSc2ncnc3sc(C)c(C)c23)cc1
-0.33 | Cn1c(SCc2nc(-c3cccs3)no2)nnc1C1CCCCC1
-1.3 | N#Cc1c(/N=C/c2cccs2)sc2c1CCCCC2
-2.2 | Cc1nc2nc(SCC(=O)NCc3ccco3)nn2c(C)c1Cc1c(F)cccc1Cl

A portion of the library; count on the stated rates, not on these rows.
